From PubChem
PLCg1 inh – PLC-gamma1 enzyme inhibitors, primary screen, biochemical, fluorescence, purified enzyme; 1-phosphatidylinositol 4,5-bisphosphate phosphodiesterase gamma-1 (Homo sapiens), P19174; fluorogenic substrate; inhibition, % at 12.2 µM; 370,000 tested, 0.84% active; AID 720700, 2013; in the data active = inhibition above about 9.5%
DAX1 inh-1 – DAX1 (NR0B1) inhibitors on StAR promoter, primary screen, cell-based, luminescence, SF-1 (NR5A1), full-length DAX-1. inhibition, % at 6.8 µM. HEK293T StAR-luciferase reporter, SF-1/DAX-1 repression relief. AID 652010, 2013. 370,000 tested, 1.1% active;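 active = inhibition above the mean over all tested compounds plus 3 SD, cut at about 3.6% in these data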;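 also: 0% = DAX-1 cells with DMSO and 100% = cells lacking DAX-1 with DMSO; higher inhibition means more luminescence from relief of DAX-1 repression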
sPLA2-III inh – human group III sPLA2 inhibitors, primary screen, biochemical, QFRET, BODIPY PC-A2 liposome substrate; inhibition, % at 12.2 µM; AID 743126, 2013; QFRET BODIPY PC-A2 liposome hydrolysis, fluorescence; 370,000 tested, 0.56% active;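 active = inhibition above mean plus 3 SD of compounds lying within the high and low control bounds, cut at about 19% in these data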;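 also: 0% = median of test compound wells and 100% = no enzyme DMSO wells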
ADAM17 inh – ADAM17 inhibitors, primary screen, biochemical, QFRET | Disintegrin and metalloproteinase domain-containing protein 17 (Homo sapiens), P78536 | recombinant ADAM17, EDANS/DABCYL FRET peptide cleavage | inhibition, % at 6.95 µM | 370,000 tested, 0.83% active | AID 720648, 2013;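 active = inhibition above the mean of compounds lying between control limits plus 3 SD, set per campaign, cut at about 8.5% in these data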;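 also: 0% = DMSO-only wells as the low control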
PLC-beta3 inh – human PLC-beta3 inhibitors, primary screen, biochemical, fluorescence | 1-phosphatidylinositol 4,5-bisphosphate phosphodiesterase beta-3 (Homo sapiens), Q01970 | Purified PLC-beta3, fluorogenic substrate | 370,000 tested, 0.18% active | inhibition, % at 12.2 µM; in the data active = inhibition above about 11%;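 also: 0% = median of compound wells on plate and 100% = full blocker control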
hcDAF12 agonist – H. contortus DAF-12 nuclear receptor activators, primary screen, cell-based, luminescence, HEK293, lit1-tk-luc reporter. 370,000 tested, 1.4% active. HEK293 hcDAF-12 lit1-tk-luc reporter; 0% DMSO, 100% Δ7-dafachronic acid. activation, % at 6.8 µM;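 active = activation above the mean of all tested compounds plus 3 SD, cut at about 5.5% in these data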;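 also: 100% = response to 3 µM Δ7-dafachronic acid high control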
ssDAF-12 act – S. stercoralis DAF-12 nuclear receptor activators, primary screen, cell-based, luminescence, HEK293, GRIP1 co-expression, lit1-tk-luc. 370,000 tested, 1% active. activation, % at 6.8 µM. Nuclear hormone receptor DAF-12 (Strongyloides stercoralis). HEK293 ssDAF-12/GRIP1 lit1-tk-luc reporter; % of 3 µM dafachronic acid response;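 active = activation above the mean over all tested compounds plus 3 SD, cut at about 0.9% in these data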;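 also: 0% = DMSO-only wells and 100% = 3 µM delta7-dafachronic acid wells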
DAX1 inh-2 – DAX1 (NR0B1) inhibitors, primary screen, cell-based, HEK293, Gal4-DAX1, luciferase luminescence; inhibition, % at 6.75 µM; AID 504766, 2011; HEK293 Gal4-DAX1 luciferase reporter; 340,000 tested, 0.99% active; Nuclear receptor subfamily 0 group B member 1 (Homo sapiens), P51843;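 active = inhibition above the mean over all tested compounds plus 3 SD, cut at about 4.2% in these data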;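 also: 0% = DAX1-transfected cells with DMSO and 100% = empty-vector control cells with DMSO; inhibition shows as a rise in luminescence from relieved DAX1 repression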
Target sequence (P51843 207-470 limits assumed): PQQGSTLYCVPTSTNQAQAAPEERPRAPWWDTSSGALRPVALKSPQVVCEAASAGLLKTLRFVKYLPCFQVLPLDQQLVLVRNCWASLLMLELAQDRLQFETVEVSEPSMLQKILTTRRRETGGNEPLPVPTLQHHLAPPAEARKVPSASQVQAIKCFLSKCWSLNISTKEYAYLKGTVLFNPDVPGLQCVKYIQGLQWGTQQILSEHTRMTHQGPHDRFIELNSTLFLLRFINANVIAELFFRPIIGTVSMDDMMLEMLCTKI
FXN GAA850 act – FXN promoter activators, primary screen, cell-based, luciferase luminescence, HEK293 lucGAA850; HEK293 lucGAA850 FXN promoter luciferase reporter, 24 h; percent of 10 µM SAHA response; 360,000 tested, 0.56% active; activation, % at 6 µM; AID 540364, 2011;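 active = activation above the average of all compounds screened plus 3 SD, cutoff fixed separately per campaign, cut at about 7.5% in these data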;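 also: 0% = DMSO wells and 100% = 10 µM SAHA wells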
ADAM10 inh – human ADAM10 inhibitors, primary screen, biochemical, QFRET, HTS | Disintegrin and metalloproteinase domain-containing protein 10 (Homo sapiens), O14672 | recombinant ADAM10, EDANS/DABCYL FRET peptide cleavage, 3 h | inhibition, % at 7 µM | 370,000 tested, 0.62% active | AID 720582, 2013;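 active = inhibition above a per-campaign cutoff equal to the mean of compounds falling between control-based bounds plus 3 SD, cut at about 20% in these data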;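 also: 0% = DMSO wells while the 100% control is not disclosed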
Target sequence (O14672 214-748 limits assumed): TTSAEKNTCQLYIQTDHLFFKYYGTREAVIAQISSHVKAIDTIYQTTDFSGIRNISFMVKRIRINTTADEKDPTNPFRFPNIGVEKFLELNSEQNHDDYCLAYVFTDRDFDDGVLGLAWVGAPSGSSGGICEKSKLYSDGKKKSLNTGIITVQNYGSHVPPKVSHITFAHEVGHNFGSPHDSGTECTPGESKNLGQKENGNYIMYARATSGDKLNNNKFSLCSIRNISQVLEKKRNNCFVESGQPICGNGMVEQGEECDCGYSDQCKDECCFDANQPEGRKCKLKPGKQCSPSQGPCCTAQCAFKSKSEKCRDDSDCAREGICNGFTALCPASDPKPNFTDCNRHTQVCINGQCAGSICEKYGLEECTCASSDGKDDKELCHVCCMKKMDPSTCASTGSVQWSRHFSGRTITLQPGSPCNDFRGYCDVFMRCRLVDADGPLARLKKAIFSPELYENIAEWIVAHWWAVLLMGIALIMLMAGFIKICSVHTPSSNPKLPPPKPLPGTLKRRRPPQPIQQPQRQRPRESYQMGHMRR
hgDAF12 agonist – H. glycines DAF-12 receptor agonists, primary screen, cell-based, luminescence, HEK293, GAL4 fusion, UAS-luciferase; AID 687014, 2013; activation, % at 6.8 µM; 370,000 tested, 1.8% active; HEK293 GAL4-hgDAF12 UAS-luciferase reporter, agonist luminescence; normalized to butyrate control;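 active = activation above a cutoff set at the mean of all screened compounds plus 3 SD, cut at about 10% in these data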;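 also: 0% = DMSO wells and 100% = sodium butyrate wells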
The depositor's hits bear a star.

COc1ccc(-c2nnc(SC(C)C(=O)Nc3ccc4c(c3)OCCO4)o2)cc1 (stereo not given) was read as PLCg1 inh 1, DAX1 inh-1 2.1, sPLA2-III inh -1, ADAM17 inh 2, PLC-beta3 inh 0, hcDAF12 agonist 0.4, ssDAF-12 act -0.7, DAX1 inh-2 0.1, FXN GAA850 act 2.6, ADAM10 inh 2 and hgDAF12 agonist 6.0.
Screening Cc1csc2c(C#N)c(=O)c3c(n12)CCC3 returned PLCg1 inh -58, DAX1 inh-1 -0.5, sPLA2-III inh 3, ADAM17 inh -46, PLC-beta3 inh -93, hcDAF12 agonist -1.3, ssDAF-12 act -1.1, DAX1 inh-2 -1.0, FXN GAA850 act 0.8, ADAM10 inh -155 and hgDAF12 agonist 2.1.
COC(=O)c1cc2c(C(F)(F)F)nn(C)c2s1 was read as PLCg1 inh 1, DAX1 inh-1 0.4, sPLA2-III inh 4, ADAM17 inh 1, PLC-beta3 inh -8, hcDAF12 agonist 0.2, ssDAF-12 act -1.2, FXN GAA850 act 0.0, ADAM10 inh -6 and hgDAF12 agonist -1.6.
Screening CC(CNC(=O)CCC(=O)N1CCOc2ccccc21)c1ccccc1 (stereo not given) returned PLCg1 inh 0, DAX1 inh-1 0.9, sPLA2-III inh 3, ADAM17 inh 0, PLC-beta3 inh 1, hcDAF12 agonist 1.7, ssDAF-12 act -0.6, DAX1 inh-2 0.9, FXN GAA850 act 0.2, ADAM10 inh -3 and hgDAF12 agonist 2.0.
Screening N=c1n(CCN2CCOCC2)c2ccccc2n1CC(=O)c1ccc(Cl)c(Cl)c1 returned PLCg1 inh -10, DAX1 inh-1 -0.5, sPLA2-III inh -6, ADAM17 inh 1, PLC-beta3 inh -7, hcDAF12 agonist 1.6, ssDAF-12 act -1.2, DAX1 inh-2 1.6, FXN GAA850 act 1.0, ADAM10 inh 7 and hgDAF12 agonist 1.0.
COc1cc([N+](=O)[O-])ccc1NC(=S)Nc1cccc(C(=O)O)c1 was read as PLCg1 inh 2, DAX1 inh-1 1.1, sPLA2-III inh 2, ADAM17 inh -4, PLC-beta3 inh 4, hcDAF12 agonist 7.0*, ssDAF-12 act -0.9, DAX1 inh-2 0.8, FXN GAA850 act -0.1, ADAM10 inh -8 and hgDAF12 agonist 5.5.
`NC(=O)C1CCN(C(=O)CN(C2CCCCC2)S(=O)(=O)c2ccc(F)cc2)CC1` gave PLCg1 inh -1, DAX1 inh-1 -0.1, sPLA2-III inh 6, ADAM17 inh -2, PLC-beta3 inh -5, hcDAF12 agonist -1.2, ssDAF-12 act -0.2, DAX1 inh-2 0.5, FXN GAA850 act 2.4, ADAM10 inh 2 and hgDAF12 agonist 0.1.
`COc1ccc(-c2cc(C(=O)N3CCCC3)no2)cc1` gave PLCg1 inh 0, DAX1 inh-1 1.7, sPLA2-III inh -6, ADAM17 inh 1, PLC-beta3 inh -6, hcDAF12 agonist 4.7, ssDAF-12 act 0.1, DAX1 inh-2 -1.8, FXN GAA850 act -2.6, ADAM10 inh -3 and hgDAF12 agonist 14*.
`CNC(=O)C1=C(C)NC(=S)NC1c1cccs1` (stereo not given) gave PLCg1 inh 0, DAX1 inh-1 0.6, sPLA2-III inh 7, ADAM17 inh 0, PLC-beta3 inh 3, hcDAF12 agonist -1.8, ssDAF-12 act -1.4, DAX1 inh-2 0.4, FXN GAA850 act 2.4, ADAM10 inh 5 and hgDAF12 agonist 0.7.
Screening Cc1cc([N+](=O)[O-])ccc1N=Nc1c(N)[nH]n(-c2ccccc2)c1=O returned PLCg1 inh -5, DAX1 inh-1 0.6, sPLA2-III inh -1, ADAM17 inh 0, PLC-beta3 inh -1, hcDAF12 agonist 2.4, ssDAF-12 act 0.6, DAX1 inh-2 -0.3, FXN GAA850 act 0.7, ADAM10 inh -2 and hgDAF12 agonist -1.5.
`COc1ccc(C(=O)C2CCN(C(=S)Nc3ccc(F)cc3)CC2)cc1` gave PLCg1 inh 0, DAX1 inh-1 0.2, sPLA2-III inh 2, ADAM17 inh -1, PLC-beta3 inh 2, hcDAF12 agonist -1.2, ssDAF-12 act -0.9, DAX1 inh-2 -1.2, FXN GAA850 act 0.8, ADAM10 inh -6 and hgDAF12 agonist 0.7.
COc1ccccc1NC(=O)C(C)OC(=O)C1CC(=O)N(c2ccc3c(c2)OCCO3)C1 (stereo not given) was read as PLCg1 inh -1, DAX1 inh-1 -0.5, sPLA2-III inh 11, ADAM17 inh -3, PLC-beta3 inh -7, hcDAF12 agonist -1.0, ssDAF-12 act 0.3, DAX1 inh-2 -0.5, FXN GAA850 act 0.7, ADAM10 inh -3 and hgDAF12 agonist -0.8.
Screening COCCNC(=O)CCC(=O)NNc1nc2ccccc2c2nc(C)nn12 returned PLCg1 inh 3, DAX1 inh-1 -0.4, sPLA2-III inh 2, ADAM17 inh 2, PLC-beta3 inh 1, hcDAF12 agonist -0.8, ssDAF-12 act -0.9, DAX1 inh-2 0.2, FXN GAA850 act -0.1, ADAM10 inh -6 and hgDAF12 agonist -0.3.
Screening O=S(=O)(NCc1csc(-c2cccnc2)n1)c1cccs1 returned PLCg1 inh -1, DAX1 inh-1 1.1, sPLA2-III inh 7, ADAM17 inh -3, PLC-beta3 inh -4, hcDAF12 agonist -0.2, ssDAF-12 act 0.9*, DAX1 inh-2 0.3, FXN GAA850 act 2.8, ADAM10 inh -15 and hgDAF12 agonist 2.7.
For COC(=O)CCCC1=CC2=CC(=O)C(C)(OC(=O)c3cccs3)C(=O)C2=CN1CCc1ccccn1 (stereo not given) the results were PLCg1 inh -14, DAX1 inh-1 -0.2, sPLA2-III inh 4, ADAM17 inh -4, PLC-beta3 inh -22, hcDAF12 agonist -1.0, ssDAF-12 act -1.1, DAX1 inh-2 0.1, FXN GAA850 act 0.9, ADAM10 inh -6 and hgDAF12 agonist 1.2.
For O=C(NNc1nc(-c2ccccc2)cs1)c1ccc(F)cc1 the results were PLCg1 inh -13, DAX1 inh-1 -1.9, sPLA2-III inh 36*, ADAM17 inh 0, PLC-beta3 inh -30, hcDAF12 agonist -1.8, ssDAF-12 act -1.0, DAX1 inh-2 0.3, FXN GAA850 act 1.2, ADAM10 inh 5 and hgDAF12 agonist -5.9.
Screening O=C(NCc1ccccc1)C1(C(=O)C2CC2)CC(c2ccccc2C(F)(F)F)=NO1 (stereo not given) returned PLCg1 inh 2, DAX1 inh-1 -0.1, sPLA2-III inh 2, ADAM17 inh 2, PLC-beta3 inh 0, hcDAF12 agonist 2.2, ssDAF-12 act -2.0, ADAM10 inh 4 and hgDAF12 agonist 1.3.
Screening Cn1c(SCc2ccc(C(C)(C)C)cc2)nnc1C1COc2ccccc2O1 (stereo not given) returned PLCg1 inh 3, DAX1 inh-1 0.1, sPLA2-III inh -11, ADAM17 inh 5, PLC-beta3 inh -5, hcDAF12 agonist -1.0, ssDAF-12 act -2.2, FXN GAA850 act 1.8, ADAM10 inh 7 and hgDAF12 agonist -1.1.
Screening COc1ccc(/C=C2\CCCC(C(=O)C(F)(F)F)=C2O)cc1 returned PLCg1 inh -5, DAX1 inh-1 0.4, sPLA2-III inh 3, ADAM17 inh -3, PLC-beta3 inh 3, hcDAF12 agonist -1.9, ssDAF-12 act -1.0, DAX1 inh-2 2.8, FXN GAA850 act 3.0, ADAM10 inh 3 and hgDAF12 agonist 2.3.
`Cc1sc2ncnc(N3CCCCC3C)c2c1C` (stereo not given) gave PLCg1 inh -1, DAX1 inh-1 -1.3, sPLA2-III inh 6, ADAM17 inh -2, PLC-beta3 inh 1, hcDAF12 agonist -2.2, ssDAF-12 act -1.2, DAX1 inh-2 -2.4, FXN GAA850 act 0.6, ADAM10 inh 2 and hgDAF12 agonist -4.0.
Screening CC(C)c1ccc(NC(=O)c2ccc3c(c2)C(=O)N(Cc2cccnc2)C3=O)cc1 returned PLCg1 inh 0, DAX1 inh-1 1.3, sPLA2-III inh 6, ADAM17 inh -3, PLC-beta3 inh -1, hcDAF12 agonist -0.5, ssDAF-12 act -1.2, DAX1 inh-2 -1.1, FXN GAA850 act -1.2, ADAM10 inh -1 and hgDAF12 agonist 2.6.
For CCCCc1c(-c2ccccc2OC)ncn1Cc1cccc(F)c1 the results were PLCg1 inh 2, DAX1 inh-1 -0.2, sPLA2-III inh -10, ADAM17 inh -1, PLC-beta3 inh -2, hcDAF12 agonist 0.1, ssDAF-12 act -1.9, ADAM10 inh 4 and hgDAF12 agonist -2.7.
`C[C@@H]1ON(C)[C@H]2C[C@H]3c4cc(-c5cccc(Cl)c5)ccc4CCN3C[C@@H]12` gave PLCg1 inh -6, DAX1 inh-1 -0.5, sPLA2-III inh 0, ADAM17 inh -5, PLC-beta3 inh -11, hcDAF12 agonist -1.4, ssDAF-12 act -1.3, ADAM10 inh -11 and hgDAF12 agonist -0.6.
`Cn1c(N)c(S(=O)(=O)N2CCCC2)c(=O)n(C)c1=O` gave PLCg1 inh -4, DAX1 inh-1 -0.2, sPLA2-III inh 3, ADAM17 inh 1, PLC-beta3 inh -4, hcDAF12 agonist 0.2, ssDAF-12 act -0.4, DAX1 inh-2 1.1, FXN GAA850 act -0.3, ADAM10 inh -2 and hgDAF12 agonist -0.1.
CSc1ncccc1C(=O)NC1CC(C)(C)Cc2c1cnn2-c1ccccc1C (stereo not given) was read as PLCg1 inh 1, DAX1 inh-1 0.2, sPLA2-III inh 0, ADAM17 inh 1, PLC-beta3 inh 0, hcDAF12 agonist -1.8, ssDAF-12 act -1.6, DAX1 inh-2 -1.1, FXN GAA850 act -1.0, ADAM10 inh 14 and hgDAF12 agonist -5.3.

Pulled by compound from the list above, 2 records:
For CCCCc1c(-c2ccccc2OC)ncn1Cc1cccc(F)c1 the results were PLCg1 inh 2, DAX1 inh-1 -0.2, sPLA2-III inh -10, ADAM17 inh -1, PLC-beta3 inh -2, hcDAF12 agonist 0.1, ssDAF-12 act -1.9, ADAM10 inh 4 and hgDAF12 agonist -2.7.
CSc1ncccc1C(=O)NC1CC(C)(C)Cc2c1cnn2-c1ccccc1C (stereo not given) was read as PLCg1 inh 1, DAX1 inh-1 0.2, sPLA2-III inh 0, ADAM17 inh 1, PLC-beta3 inh 0, hcDAF12 agonist -1.8, ssDAF-12 act -1.6, DAX1 inh-2 -1.1, FXN GAA850 act -1.0, ADAM10 inh 14 and hgDAF12 agonist -5.3.
